# Compound activity from PubChem BioAssay.
# MmCpn inh: M. maripaludis TRiC chaperonin inhibition; purified Mm-Cpn ATPase, ADP Transcreener TR-FRET; 330,000 tested, 0.031% active; Potency, µM (top dose mostly 76.9 µM), without a hit: top-dose activity, negative = inhibition, actives largely listed as inhibitors; AID 504842; also: potency is read from the fitted curve at half-maximal effect; % is scaled to controls: 0 for no effect and ±100 for the full control effect; nearly all actives have a fitted effect of over 80% in size
#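 ATP (10 uM final) was added to archaeal chaperonin (25 nM final) after 10 min exposure to test compound at 37°C; after 30 min further incubation, ADP was detected by competitive TR-FRET.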
# Nrf2 inh: inhibitors of Nrf2 signaling; 360,000 tested, 2.1% active; Potency, µM (titrated, usually from 46 µM), without a hit: at the highest dose activity change, negative = inhibition, most hits filed as inhibitors; A549 ARE-Fluc reporter, luciferase luminescence, 18-24 h; also: potency is read from the fitted curve at half-maximal effect; % is scaled to controls: 0 for no effect and ±100 for the full control effect; nearly all actives have a fitted effect of over 60% in size
#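 A549 ARE_Fluc cells, 5000/well, 5% FBS OPTI-MEM; compounds in dose-response, 18-24 h at 37 °C/5% CO2; CellTiter-Fluor viability read (Ex 405/Em 525), then BugLite luciferase luminescence = Nrf2 activity.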
# CCT chaperon mod: changes cytosolic chaperonin activity; AID 651819; purified chaperonin ATPase assay, HTRF ADP detection, 30 min; 360,000 tested, 0.3% active; activity change, % (no concentration beside the values), hits read low; in the data active = activity change below about -30%; also: % is scaled to controls: 0 for no effect and ±100 for the full control effect
#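 Nucleotide hydrolysis assay: TRiC at 20–40 nM final (set by batch activity) with 10 uM ATP, 30 min at 37 °C, in presence of 76 uM compound. Detection by competitive ADP HTRF, 30 min ambient.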
# pAkt inh: blocks phosphorylation of Akt | Neuro2A IGF-stimulated pAkt S473 HTRF, 20 min; active compounds read low | activity change, % for hits at 50 µM | 360,000 tested, 0.32% active | AID 651550; in the data active = activity change below about -80%; inconclusive = mostly about -51% to -80%; also: % is scaled to controls: 0 for no effect and ±100 for the full control effect
#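 Neuro2A cells (4,500/well, DMEM with 0.5% FBS) were treated with compound at a single 50 µM final concentration, stimulated with 6 nM IGF for 20 min at 37 °C, and lysed. Phospho-Akt Ser473 was read by HTRF as 665/615 ratio ×10^4.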
# A549 viability: kills or reduces viability of A549 cells in Nrf2 counter-screen; 390,000 tested, 0.16% active; A549 ARE-Fluc cells, CellTiter-Fluor viability, 18-24 h; Potency, µM (top dose mostly 46 µM), for the others: at the highest dose activity change, negative = cytotoxicity, actives largely listed as inhibitors; also: potency is read from the fitted curve at half-maximal effect; % is scaled to controls: 0 for no effect and ±100 for the full control effect
#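 A549 ARE_Fluc cells in 5% FBS OPTI-MEM were exposed to compounds in concentration-response for 18-24 h at 37 deg C. Viability was read by CellTiter-Fluor fluorescence (Ex 405/Em 525) after 30 min, before the luciferase read.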
# EPAC2 antagonist: antagonists of human EPAC2. 360,000 tested, 0.18% active. EPAC2 GEF exchange of Rap1B-BODIPY-GDP, fluorescence. Potency, µM (doses to about 114 µM), for the others: top-dose activity, negative = inhibition, hits mostly inhibitors; also: potency is read from the fitted curve at half-maximal effect; % is scaled to controls: 0 for no effect and ±100 for the full control effect; nearly all actives have a fitted effect of over 45% in size; many of its hits are not listed in these tables
# Target sequence (Q8WZA2 whole entry, looked up): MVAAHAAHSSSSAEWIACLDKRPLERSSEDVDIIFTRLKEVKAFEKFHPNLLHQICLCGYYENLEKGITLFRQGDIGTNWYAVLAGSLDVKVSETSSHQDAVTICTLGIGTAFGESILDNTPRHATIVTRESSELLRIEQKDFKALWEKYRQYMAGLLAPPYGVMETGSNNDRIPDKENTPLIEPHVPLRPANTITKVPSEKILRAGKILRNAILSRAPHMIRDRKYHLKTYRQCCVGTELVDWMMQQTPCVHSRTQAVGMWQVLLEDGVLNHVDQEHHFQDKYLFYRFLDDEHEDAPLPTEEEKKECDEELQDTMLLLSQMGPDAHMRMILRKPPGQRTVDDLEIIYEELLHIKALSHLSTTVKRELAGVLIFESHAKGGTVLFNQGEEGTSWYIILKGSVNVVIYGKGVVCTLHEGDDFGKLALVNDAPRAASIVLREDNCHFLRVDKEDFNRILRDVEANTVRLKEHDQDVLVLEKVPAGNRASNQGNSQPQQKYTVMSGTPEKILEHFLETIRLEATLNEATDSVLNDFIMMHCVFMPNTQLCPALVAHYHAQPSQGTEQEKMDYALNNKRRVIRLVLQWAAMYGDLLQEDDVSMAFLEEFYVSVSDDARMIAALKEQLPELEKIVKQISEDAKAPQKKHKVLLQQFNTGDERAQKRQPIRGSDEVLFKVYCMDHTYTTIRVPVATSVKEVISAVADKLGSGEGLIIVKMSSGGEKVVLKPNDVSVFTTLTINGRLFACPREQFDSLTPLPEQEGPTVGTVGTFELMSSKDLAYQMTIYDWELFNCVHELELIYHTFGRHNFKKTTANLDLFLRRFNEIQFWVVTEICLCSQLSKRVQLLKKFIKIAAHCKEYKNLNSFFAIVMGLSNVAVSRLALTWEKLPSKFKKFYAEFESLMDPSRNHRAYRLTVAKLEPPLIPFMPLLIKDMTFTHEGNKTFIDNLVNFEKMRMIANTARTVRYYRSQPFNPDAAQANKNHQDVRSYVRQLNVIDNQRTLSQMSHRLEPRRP
# Nrf2 activator: activates Nrf2 signaling; AREc32 ARE-luciferase reporter (MCF7-derived line), luminescence, 24 h; Potency, µM (doses to about 46.1 µM), for inactives: top-dose activation, actives largely listed as activators; 410,000 tested, 0.31% active; also: potency is read from the fitted curve at half-maximal effect; % of control where 0% means no effect; nearly all actives have a fitted effect of over 65% in size
#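 ARE-driven firefly luciferase activity in AREc32 cells measured after a 24 hr compound exposure at 37 deg C, using Steady-Glo reagent and a 30 min room-temperature hold.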
# TGFb SMAD3 inh: blocks TGF-b signaling; HepG2 CAGA-GFP TGF-b/SMAD3 reporter, GFP fluorescence, 18 h; TGF-beta stimulated, 500 pg/mL final; Potency, µM (series often up to 46.1 µM), without a hit: at the highest dose activity, negative = inhibition, most hits filed as inhibitors; 410,000 tested, 1.2% active; AID 588855; also: potency is read from the fitted curve at half-maximal effect; % is scaled to controls: 0 for no effect and ±100 for the full control effect; nearly all actives have a fitted effect of over 65% in size
#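 HEPG2 CAGA-GFP reporter cells (1000/well, DMEM with 1% FBS) received compounds, then recombinant TGF-beta at 500 pg/mL final for 18 hours at 37 degrees C. Per-cell GFP summed per well was normalised to unstimulated and stimulated DMSO controls before curve fitting.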
# EPAC2 ag: activates human EPAC2 exchange factor | Q8WZA2 | EPAC2 activation, biochemical qHTS; response scale: 100% = 6.5 mM cAMP response | Potency, µM (top dose mostly 154 µM), inactives show top-dose activation, hits mostly activators | 360,000 tested, 0.079% active | AID 720711; also: potency is read from the fitted curve at half-maximal effect; nearly all actives have a fitted effect of over 50% in size
#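 EPAC2 (100 nM) mixed with Rap1B loaded with BODIPY-GDP (250 nM) plus 50 uM unlabeled GDP; compounds pinned in, 5 min RT, then read every 5 min for 30 min (ex 480, em 540 nm). Normalized to cAMP control.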
# * marks the source's active call; other numbers are inactive results; i = inactive; ? = inconclusive; · = no result given. Unless noted, calls follow the shape of the dose curve; as a rule, active = well fitted curve in the direction sought with a large enough effect; inconclusive = small, poorly fitted or top-dose-only effect, or another doubt; inactive = no such curve, though single readings can be large; an effect the other way counts as inactive or inconclusive. Only part of the results is shown. The share of hits here may be higher or lower than overall.
SMILES,MmCpn inh,Nrf2 inh,CCT chaperon mod,pAkt inh,A549 viability,EPAC2 antagonist,Nrf2 activator,TGFb SMAD3 inh,EPAC2 ag
CC1(C)C[C@H]2C3=CCC4[C@@]5(C)CC[C@H](O)[C@](C)(CO)C5CC[C@@]4(C)[C@]3(C)CC[C@@]2(C)[C@H](O)[C@@H]1O (stereo not given in full),-4%,4%,2.8,i,0%,4%,-0.5%,-1%,-7%
O=C(CCl)c1ccc2[nH]c(=O)oc2c1,-4%,?,-1.1,i,3%,0%,3.0%,?,7%
Cc1ccc(OCC(=O)Nc2ccc3oc(=O)ccc3c2)c(C)c1,-12%,?,-6.3,i,0%,-1%,2.8%,-1%,9%
Cc1cc(NC(=O)C(C)SCC(=O)Nc2ccccc2N2CCCCC2)no1 (stereo not given),0%,-11%,0.9,i,-9%,-4%,-0.4%,-21%,5%
COc1ccccc1CN1COc2ccc3c(oc(=O)c4ccccc43)c2C1,·,?,·,·,7%,·,13%,4%,·
Cc1ccccc1-c1noc(CCC(=O)NC2CCCCC2)n1,-16%,-2%,-0.9,i,-2%,-1%,-0.3%,-3%,8%
CCN1CCN(C(=O)/C(C#N)=C/c2ccc(OC(F)F)cc2)CC1,-16%,-2%,-0.9,i,4%,3%,-0.1%,-6%,8%
COC(=O)CCCC1=CC2=C(c3ccccc3)C(=O)C(C)(OC(=O)C3CCCC3)C(=O)C2=CN1C(CO)CO (stereo not given),1%,13%,0.5,i,-3%,6%,-0.4%,?,8%
CCOC(=O)c1sc(C)c2c1NC(c1ccc(Cl)cc1)NC2=O (stereo not given),-8%,·,1.1,i,-1%,14%,3.1%,12%,-2%
Cc1csc(NC(=O)CCNS(=O)(=O)c2ccc3c(c2)c(=O)n(C)c(=O)n3C)n1,-2%,-4%,-0.5,i,0%,1%,-0.8%,0%,13%
COc1ccc(C2CC(c3cccs3)=NN2C(=O)COC(=O)c2cc3ccccc3cc2O)cc1OC (stereo not given),-2%,-10%,-3.3,i,-7%,4%,-0.1%,4%,2%
O=C(NCC(=O)N1CCCCC1)c1sc2ccccc2c1Cl,-2%,?,0.4,i,2%,4%,-0.2%,-1%,-3%
COc1cccc(CNC(=O)c2cc(-c3cccs3)nc3ccccc23)c1,·,8%,·,·,3%,·,6.0%,0%,·
Cc1c(C(=O)N2CCCCC2)sc(NC(=O)C23CC4CC(CC(C4)C2)C3)c1C#N,·,10%,-0.6,i,-4%,-4%,1.8%,-12%,3%
O=C(COc1cccnc1[N+](=O)[O-])NC1CCS(=O)(=O)C1 (stereo not given),-2%,1%,1.1,i,2%,14%,0.4%,7%,6%
CC(=O)N/N=C/c1cc(C)n(-c2ccc(Br)cc2)c1C,-1%,2%,-0.2,i,-1%,18%,4.1%,0%,-2%
O=C(NCCS(=O)(=O)N1CCN(c2ccc(F)cc2)CC1)C12CC3CC(CC(C3)C1)C2,1%,-25%,-1.2,i,1%,-1%,1.6%,-16%,4%
Cc1cc(C)c(NC(=O)C2=COCCO2)c(C)c1,?,?,-5.8,i,-4%,2%,-0.2%,-7%,1%
O=C(Nc1nnc([C@@H]2O[C@H](CO)[C@@H](O)[C@H]2O)s1)Nc1cccc2c1CCCC2,·,·,-1.4,i,·,2%,-1.4%,1%,0%
CCCCNC(=S)N/N=C1\CCCCc2ccccc21,0%,3%,-0.2,i,?,-13%,2.4%,?,13%
CCOC(=O)c1cc(OC)c2cccc(CN3CCC(C)(C(=O)NCCOC)C3)c2c1 (stereo not given),·,·,-0.2,i,·,-11%,7.0%,-1%,22%
CCc1cccc2c(C(=O)CSc3nncn3-c3ccccc3OC)c[nH]c12,-3%,-13%,-1.4,i,-6%,1%,-0.4%,6%,1%
CN(CCCNC(=O)c1cccc(N2CCCC2=O)c1)c1ccccc1,-1%,?,-0.4,i,1%,8%,-0.5%,0%,-2%
Cc1ccc(NC(=O)C(=O)NCc2ccc(Cl)cc2)cc1,·,6%,·,·,-8%,·,1.6%,3%,·
Cc1cc(NC(=O)c2ccc3c(c2)OCO3)ccc1NC(=O)c1ccccc1,1%,?,0.1,i,0%,-3%,0.1%,-13%,7%

# Compounds from the list above containing an aryl methoxy group, in the order listed:
SMILES,MmCpn inh,Nrf2 inh,CCT chaperon mod,pAkt inh,A549 viability,EPAC2 antagonist,Nrf2 activator,TGFb SMAD3 inh,EPAC2 ag
COc1ccccc1CN1COc2ccc3c(oc(=O)c4ccccc43)c2C1,·,?,·,·,7%,·,13%,4%,·
COc1ccc(C2CC(c3cccs3)=NN2C(=O)COC(=O)c2cc3ccccc3cc2O)cc1OC (stereo not given),-2%,-10%,-3.3,i,-7%,4%,-0.1%,4%,2%
COc1cccc(CNC(=O)c2cc(-c3cccs3)nc3ccccc23)c1,·,8%,·,·,3%,·,6.0%,0%,·
CCOC(=O)c1cc(OC)c2cccc(CN3CCC(C)(C(=O)NCCOC)C3)c2c1 (stereo not given),·,·,-0.2,i,·,-11%,7.0%,-1%,22%
CCc1cccc2c(C(=O)CSc3nncn3-c3ccccc3OC)c[nH]c12,-3%,-13%,-1.4,i,-6%,1%,-0.4%,6%,1%

# Later entries.
SMILES,MmCpn inh,Nrf2 inh,CCT chaperon mod,pAkt inh,A549 viability,EPAC2 antagonist,Nrf2 activator,TGFb SMAD3 inh,EPAC2 ag
COc1ccc2cc(C3(C)NC(=O)N(CC(=O)Nc4c(C)n(C)n(-c5ccccc5)c4=O)C3=O)ccc2c1 (stereo not given),-1%,9%,-1.6,i,-3%,15%,0.2%,0%,8%
COc1ccccc1NS(=O)(=O)c1ccc2c(c1)NC(=O)C(C)S2 (stereo not given),?,0%,-14,i,-17%,-8%,4.4%,-20%,7%
O=C(NC(=S)Nc1ccccc1N1CCCCC1)c1ccc(F)cc1,0%,8%,1.3,i,?,-3%,0.2%,9%,5%
NC(=O)CSc1nnc(NC(=O)C23CC4CC(CC(C4)C2)C3)s1,1%,?,-2.4,i,-1%,4%,-0.4%,21%,-2%
COc1ccc(N2C(=O)CC(NCc3cccs3)C2=O)cc1 (stereo not given),-1%,5%,-2.5,i,-1%,-6%,-0.9%,5%,-2%
CN(Cc1ccccc1)c1ccc(-c2nc(-c3ccccn3)no2)cc1[N+](=O)[O-],·,?,·,·,-1%,·,2.5%,-4%,·
O=C(CSc1nc2ccccc2s1)NNC(=S)Nc1ccc(Cl)cc1,0%,1%,1.3,i,-1%,-1%,4.5%,6%,10%
O=C(COc1coc(CN2CCN(Cc3ccccc3)CC2)cc1=O)Nc1ccccc1,-2%,0%,3.3,i,2%,13%,0.2%,2%,-3%
CCOC(=O)c1ccc(NC(=O)Cn2c(=O)oc3ccccc32)cc1,-1%,2%,-2.6,i,-1%,-9%,-0.6%,-5%,-4%
CNc1oc(C)nc1S(=O)(=O)c1ccccc1,1%,1%,-2.2,i,3%,-3%,-0.5%,-2%,-4%
O=C(O)CC/C(=N/NC(=O)CNC(=O)c1ccc2c(c1)OCCO2)c1ccccc1,-4%,?,2.1,i,-1%,-11%,-0.5%,-7%,8%
OC1CCC(Nc2ncnc3sccc23)CC1 (stereo not given),0%,2%,-3.3,i,2%,9%,3.9%,-4%,-1%
COc1cc(OC)cc(C(=O)NC(C(=O)NCCc2ccccn2)C(C)C)c1 (stereo not given),0%,18%,-1.1,i,1%,-2%,0.3%,3%,8%
COc1cc(-c2nnc3sc(Cc4ccccc4)nn23)cc(OC)c1OC,0%,?,-2.0,i,6%,-6%,5.0%,-2%,4%
O=C(NNC1=NS(=O)(=O)c2ccccc21)c1ccccc1,0%,?,-1.8,i,-2%,4%,0.4%,3%,9%
Cc1cccc(C)c1NC(=O)COC(=O)C1CC1,1%,5%,1.1,i,1%,3%,-0.8%,-17%,-1%
COc1ccc(C(C#N)N2CCC(c3ccccc3)=N2)cc1 (stereo not given),-1%,?,-0.8,i,2%,?,?,0%,9%
Cc1[nH]c2ccc(C(=O)NCc3ccccn3)cc2c1C,-1%,27%,-3.8,i,8%,-5%,2.0%,-1%,4%
CCc1cccc(CC)c1NC(=O)COC(=O)C1(C)CC1(Cl)Cl (stereo not given),0%,-11%,0.5,i,6%,0%,0.2%,-19%,5%
CC1CCCCC1NS(=O)(=O)c1ccc2c(c1)CCC(=O)N2 (stereo not given),-2%,0%,-2.8,i,1%,2%,-1.0%,-1%,11%
C/C=C/c1ccc(OCCNCc2ccccc2)c(OC)c1,1%,0%,0.1,i,14%,5%,3.9%,-2%,8%
Cc1ccc(-c2nn(-c3ccccc3)cc2CN(Cc2ccccc2)C(=O)c2ccco2)o1,-7%,?,-0.7,·,?,-14%,-2.1%,-10%,7%
CC(=O)CSc1nc(C(F)(F)F)cc(=O)n1-c1ccccc1,1%,10%,-1.2,i,-6%,6%,-0.2%,10%,-13%
COc1ccc(C2=NN(CC(=O)Nc3cc(C)ccc3C)C(=O)CC2)cc1,0%,-10%,0.8,i,0%,12%,0.3%,4%,8%
C#CCNC(=O)C1=C[C@@H](c2ccc3c(c2)OCO3)[C@H](CCCO)[C@@H](OCC)O1,·,6%,-0.8,i,8%,13%,-1.4%,-7%,2%
COc1cc2c3c([nH]c2cc1F)C(=O)NCC3,·,-23%,·,·,2%,-3%,1.0%,3%,10%
O=C(c1ccccc1)C1C(c2ccccc2)C1[N+](=O)[O-] (stereo not given),1%,-17%,-3.4,i,0%,?,0.7%,-15%,7%
O=C(NCc1ccc2c(c1)OCO2)c1c(Cl)cccc1Cl,0%,0%,1.5,i,3%,11%,0.9%,-17%,8%
COc1ccccc1CNC(=O)CS(=O)(=O)c1ccccc1,0%,-1%,1.7,i,1%,-7%,1.2%,1%,4%
